Screening data deposited in PubChem by several laboratories.
CF NFkB block – inhibitors of cystic fibrosis induced NF-kB; KKLEB NF-kB-GFP reporter, PAF-induced, GFP fluorescence overnight; inhibition, % at 5 µM; 0.86% of 360,000 active;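 active = at least 50% inhibition at 5 µM, scaled per plate between neutral and stimulator controls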;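 note: PAF is a Pseudomonas aeruginosa culture filtrate used as stimulus; plate controls were PAF-stimulated DMSO wells for no effect and unstimulated DMSO wells for full effect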
Vif imaging – blocks HIV Vif function; HEK293T cells, Vif self-association by quenched fluorescence, imaging, 24 h; inhibition, % at 7.49 µM; 0.35% of 340,000 active; in the data active = inhibition above about 50%, passing the limit was not always enough; note: some results filed as inactive read as strong as hits
TRPM1 prom inh – inhibitors of MITF-driven TRPM1 promoter in melanoma cells. SK-MEL-5 TRPM1 promoter luciferase, 24 h. inhibition, % at 12.5 µM. 0.83% of 330,000 active. AID 488899;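 active = mean inhibition across replicates of 60% or more, whatever share of single replicates reaches that level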; note: values of inactives mirror those of a sister screen read the other way
HIF-2a inh – inhibitors of HIF-2a. 0.72% of 360,000 active. inhibition, % at 18.8 µM. AID 624352. 786-0 RCC cells HIF-2a reporter, luciferase luminescence, overnight;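 active = inhibition of the luminescence signal of 40% or more relative to plate controls, in a single-dose primary screen at 18.75 µM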
NR2E3 ag-1 – activates human photoreceptor nuclear receptor NR2E3. GST-NR2E3/biotin-RetCOR TR-FRET, 1536-well. 0.12% of 320,000 active. Q9Y5X4. AID 2300. inhibition of corepressor binding, % at 4.78 µM;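 active = percent inhibition above the cutoff of mean plus 3 SD of all tested compounds, set per screening campaign, cut at about 20% in these data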;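 note: 0% = DMSO wells and 100% = biotin wells as full block of FRET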
Target sequence (Q9Y5X4 whole entry, looked up): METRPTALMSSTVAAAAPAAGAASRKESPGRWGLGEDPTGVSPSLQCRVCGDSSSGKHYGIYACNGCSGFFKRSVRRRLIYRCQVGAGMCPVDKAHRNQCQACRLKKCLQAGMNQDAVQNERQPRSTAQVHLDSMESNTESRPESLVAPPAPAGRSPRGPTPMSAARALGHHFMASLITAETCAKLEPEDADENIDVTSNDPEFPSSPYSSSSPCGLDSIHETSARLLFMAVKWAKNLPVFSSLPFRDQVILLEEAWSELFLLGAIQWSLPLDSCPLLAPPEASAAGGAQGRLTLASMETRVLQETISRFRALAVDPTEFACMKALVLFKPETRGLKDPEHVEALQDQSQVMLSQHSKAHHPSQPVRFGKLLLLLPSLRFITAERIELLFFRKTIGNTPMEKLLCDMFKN
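Test system: GST-NR2E3 and biotin-RetCOR proteins | Quantity: 1.35 nM GST-tagged NR2E3 final | Medium: Tris pH 7.5 | Also added: 7 nM biotin-RetCOR | Dosing: Compound at 4.8 µM, single dose | Timing: 5 h at 4 °C | Detection: Time-resolved FRET | Read-out basis: Percent inhibition | Benchmarks: Biotin wells as high control, 0.6% DMSO wells as low control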
Peg3 prom inh – inhibitors of Peg3 promoter; HeLa PEG-Prom luciferase reporter, luminescence, overnight; inhibition, % at 20 µM; 1.7% of 360,000 active; AID 588405;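 active = inhibition of at least 50% at 20 µM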
Shn3 inh set2 – inhibitors of Schnurri-3 3'UTR reporter in osteoblasts; Clone20 osteoblast Shn3 3'UTR firefly luciferase, 24 h; AID 588674; inhibition, % at 12.5 µM; 0.52% of 360,000 active;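 active = mean inhibition of at least 75% with every replicate also reaching 75%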;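 note: 0% = median of neutral control wells and 100% = pilot-screen positive control compound; some compounds past the cut are filed as inactive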
CaV13 ICDI inh – Disruptors of the CACNA1D IQ motif to Ca2+-dependent inactivation inhibitor domain association, primary screening, Förster resonance energy transfer in intact living …; HEK cells, CFP/YFP FRET ICDI-IQ, plate reader, 10 min; percent FRET-ratio fall versus neutral wells; AID 743397; 0.098% of 340,000 active; inhibition, % at 12.3 µM;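 active = mean replicate inhibition of at least 30% and at least 1% of replicates passing that level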;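 note: 0% = median of the neutral control wells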
PDI inh – inhibitors of human protein disulfide isomerase; P07237; 0.052% of 350,000 active; AID 588391; PDI insulin aggregation turbidity, A650, 90 min; inhibition, % at 10 µM;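 active = mean inhibition across replicates of 30% or more, whatever share of single replicates reach that level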;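 note: absorbance from insulin aggregation driven by PDI reduction with DTT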
Target sequence (P07237 whole entry, looked up): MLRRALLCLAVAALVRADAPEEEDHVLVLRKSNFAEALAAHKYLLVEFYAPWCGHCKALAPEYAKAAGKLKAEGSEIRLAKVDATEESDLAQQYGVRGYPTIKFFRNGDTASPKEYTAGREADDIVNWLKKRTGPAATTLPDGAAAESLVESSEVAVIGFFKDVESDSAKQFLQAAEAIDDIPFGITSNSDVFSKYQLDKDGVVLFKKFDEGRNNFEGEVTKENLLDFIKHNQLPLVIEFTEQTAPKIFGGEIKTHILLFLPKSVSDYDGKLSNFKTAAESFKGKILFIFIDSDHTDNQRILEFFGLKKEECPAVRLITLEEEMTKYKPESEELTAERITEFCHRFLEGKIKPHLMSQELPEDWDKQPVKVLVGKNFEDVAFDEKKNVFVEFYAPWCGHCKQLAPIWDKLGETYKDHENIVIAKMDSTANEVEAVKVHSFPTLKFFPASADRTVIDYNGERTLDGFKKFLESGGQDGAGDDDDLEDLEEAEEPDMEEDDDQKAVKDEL
KKLEB cytotox – reduces viability of KKLEB cystic fibrosis airway cells; KKLEB CF airway cells viability, ATPlite luminescence, overnight; hits give low values; cells stimulated with P. aeruginosa culture filtrate; activity change (cytotoxicity), % at 5 µM; 0.36% of 360,000 active;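 active = corrected activity change at or below -50% at 5 µM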
NR2E3 ag-2 – human photoreceptor-specific nuclear receptor agonism; CHO-S Gal4-NCOR/VP16-NR2E3 two-hybrid, luciferase; inhibition of corepressor binding, % at 3.98 µM; Q9Y5X4; AID 602229; 0.35% of 360,000 active;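 active = inhibition above the mean of all tested compounds plus 3 SD, cut at about 70% in these data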;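 note: 0% = DMSO with NR2E3 transfected cells and 100% = cells lacking NR2E3 construct; higher means lower luciferase signal from less NR2E3 corepressor binding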
* = called active by the depositor; . = not tested or not shown.

Each structure is followed by: CF NFkB block	Vif imaging	TRPM1 prom inh	HIF-2a inh	NR2E3 ag-1	Peg3 prom inh	Shn3 inh set2	CaV13 ICDI inh	PDI inh	KKLEB cytotox	NR2E3 ag-2
- Cc1nn(C(C)C)c(C)c1CN1CCCC(CCC(=O)NCc2ccccc2F)C1 (configuration not stated)
→ 8	0	-14	7	3	6	13	7	6	8	4
- CCCc1cc(=O)[nH]c(SCc2ccccc2Cl)n1
→ -1	-6	3	14	-3	5	-72	.	-7	8	-17
- O=C(CCl)Nc1nc(-c2ccco2)c(-c2ccco2)s1
→ 9	-4	-6	26	-5	17	-17	-3	62*	-10	-22
- COc1ccc(N2C(=O)C(Cl)=C(Nc3c(C)n(C)n(-c4ccccc4)c3=O)C2=O)cc1
→ 1	-5	11	-15	0	21	2	-7	-1	-5	-12
- Cc1cc(C)cc(NC(=O)CCNC(=O)c2ccc([N+](=O)[O-])cc2)c1
→ 8	-6	20	28	.	1	-10	-5	10	-3	-9
- C=CCCC(=O)N1C[C@@H](CO)[C@@H](NC)C[C@H]1c1ccccc1Br
→ 8	0	.	4	.	-2	-8	-6	.	-4	6
- O=C(Nc1ccc(F)cc1F)c1csc(-c2ccccc2)n1
→ -4	0	0	-200	-1	-195	-3	-5	1	-4	-3
- COc1ccc(CCCNC(=O)C2(C)Cc3c(-c4cccc(C(N)=O)c4)ccnc3O2)cc1 (configuration not stated)
→ -34	-5	.	-3	.	13	11	-5	5	-1	0
- CCC(=O)NCCc1nc2cc(NC(=O)c3cccs3)ccc2n1C
→ -10	0	-62	-155	0	-95	10	-6	1	4	2
- O=c1oc2cc(O)ccc2c2ccccc12
→ -46	-10	-9	-37	13	-56	-15	-5	2	9	-8
- CC1CC(C)CN(C(=O)CSc2nnc3ccccn23)C1 (configuration not stated)
→ -3	-3	0	5	.	14	12	-2	-2	-5	-4
- CC(CCc1ccccc1)NC(=O)CCc1cn(C)c2ccccc12 (configuration not stated)
→ 16	-10	8	16	-1	9	-2	-4	14	-14	-17
- CC1CC(C)CN(C(=O)CCCNC(=O)c2ccc(Cl)cc2)C1 (configuration not stated)
→ 25	-1	-5	10	3	0	-97	-3	-4	1	-34
- Cc1cccc(-c2cc3nc(C)cc(=O)n3[nH]2)c1
→ -22	11	.	-153	.	-163	-85	-5	-4	-21	-57
- O=c1oc(-c2ccccc2)cc2ccccc12
→ -68	-21	.	-264	.	-279	-55	.	.	2	-57
- CCN1C(=O)[C@H]2[C@@H](c3ccc(C)cc3)N3C(=O)N(c4cccc(Br)c4)C(=O)[C@@]3(Cc3ccccc3)[C@H]2C1=O
→ -2	.	-6	0	5	4	10	-10	-2	0	-3
- [O-][n+]1ccc(C2CC2)cc1
→ -6	-3	1	10	3	0	12	-4	0	0	-26
- CCOc1ccc2nc(SCC(=O)Nc3ccc4[nH]c(=O)[nH]c4c3)[nH]c2c1
→ 2	9	4	2	0	2	-7	-5	-8	10	4
- NNC(=O)c1oc2nc(-c3ccc(Cl)cc3)cc(-c3ccccc3)c2c1N
→ -51	-4	2	9	.	-6	-1	-4	-4	-7	0
- CSCCC(C(=O)Nc1c(C)cccc1C)N1CCN(c2ccc(C(F)(F)F)cn2)CC1 (configuration not stated)
→ 18	3	.	8	.	8	0	.	.	0	1

Full records as entered above. Values in the order: CF NFkB block | Vif imaging | TRPM1 prom inh | HIF-2a inh | NR2E3 ag-1 | Peg3 prom inh | Shn3 inh set2 | CaV13 ICDI inh | PDI inh | KKLEB cytotox | NR2E3 ag-2
Cc1cccc(-c2cc3nc(C)cc(=O)n3[nH]2)c1 reads -22 | 11 | . | -153 | . | -163 | -85 | -5 | -4 | -21 | -57
C=CCCC(=O)N1C[C@@H](CO)[C@@H](NC)C[C@H]1c1ccccc1Br reads 8 | 0 | . | 4 | . | -2 | -8 | -6 | . | -4 | 6

Further compounds follow:
Each structure is followed by: CF NFkB block	Vif imaging	TRPM1 prom inh	HIF-2a inh	NR2E3 ag-1	Peg3 prom inh	Shn3 inh set2	CaV13 ICDI inh	PDI inh	KKLEB cytotox	NR2E3 ag-2
- CCOc1c(Br)cc(C(=O)N2CCCN(C)CC2)cc1OC
→ -10	-4	-1	7	-1	7	6	-3	-102	-19	-13
- CC1(CCC(=O)O)C(=O)CCC2C1CCC1(C)C2CCC1(C)O (configuration not stated)
→ -7	-2	-7	6	.	3	-17	-18	0	10	16
- CN(C)S(=O)(=O)c1ccc2c(c1)nc(CCC(=O)O)n2C
→ -2	.	0	14	.	-5	-26	-4	-2	-8	2
- CCOC(=O)c1cc(-c2ccc(N3CCOCC3)cc2)nn1-c1ccc(F)cc1F
→ 32	1	15	10	-1	11	9	-5	-2	-4	3
- CCOc1cc(/C=N/Nc2nc(C)cc(=O)[nH]2)ccc1O
→ 11	.	-11	0	-4	-13	-8	-19	-3	12	-26
- O=C(Cc1c(F)cccc1Cl)OCC(=O)c1ccc[nH]1
→ -31	31	-10	-109	.	-77	4	-8	-5	12	-21
- COC(=O)[C@H](CC(C)C)N1Cc2cc(OC)cc(OC)c2-c2ccccc2S1(=O)=O
→ -4	-4	6	8	.	8	5	-4	6	-5	-13
- CCN(CC)CCC(C)OC(c1ccccc1)c1ccccc1 (configuration not stated)
→ 1	8	1	2	-2	1	78	4	3	2	-5
- CCCCOC(=O)/C(=C/c1cn(C)c2ccccc12)NC(=O)c1ccc(OC)cc1
→ 2	-6	9	-13	-4	-29	-15	-3	-2	-2	-11
- Cc1n[nH]c(C)c1N=Nc1cc(Cl)ccc1Cl
→ 34	.	-2	21	2	-5	-9	-5	5	3	-7
- O=C1NN(c2ccccc2)C(=O)/C1=C\c1ccc2c(c1)OCO2
→ 6	5	2	19	-4	22	-19	-2	-7	-8	5
- CCCCS(=O)c1snnc1C (configuration not stated)
→ 11	10	1	21	1	10	3	-4	1	-18	-16
- C/C(=N\NC(=S)NC(C)C)c1ccco1
→ 2	1	-1	-33	3	-36	-13	-7	-7	-2	-7
- COc1ccccc1CN(C)C(=O)c1ccccc1Sc1ccccc1C#N
→ 1	9	-2	13	2	21	11	-3	-6	-1	-8
- Cc1c(CC(=O)O)c(=O)oc2cc(OCc3nn[nH]n3)ccc12
→ 9	-1	-7	10	1	9	14	.	9	1	-8
- COc1ccc(NS(=O)(=O)c2nnc(NC(=O)c3ccccc3F)s2)cc1
→ -13	16	-12	-12	4	-9	-29	-6	22	8	4
- CCCN1CCN(C(=O)c2ccc3[nH]c(C)c(C)c3c2)CC1
→ -7	-7	.	-8	.	-14	-9	-6	-5	-23	-10
- Cc1ccc(NC(=O)C2CC(=O)n3ncnc3N2)cc1 (configuration not stated)
→ 19	.	-5	-2	4	1	-27	-6	1	-4	-10
- CCCS(=O)(=O)c1nc(S(=O)(=O)c2ccc(C)cc2)c(NCCCN(C)C)s1
→ -23	-3	2	12	-1	16	-2	3	1	6	-2
- O=C(COC(=O)c1ccccn1)Nc1cccc(Cl)c1
→ -4	7	-6	20	1	4	-16	-6	-1	9	7
- Cc1nn(-c2ccccc2)c(Cl)c1/C=C1\SC(=S)N(CCCCCC(=O)O)C1=O
→ 2	-6	11	34	1	16	-7	-5	-5	12	-30
- CCS(=O)(=O)c1ccc2c(c1)NC(=O)C(CCO)O2 (configuration not stated)
→ 4	1	9	15	-3	19	-5	-1	-3	4	-14
- Cc1cc(-n2c(C)cc(C(=O)CSc3nnnn3-c3ccc(Cl)cc3)c2C)no1
→ 51*	3	14	-9	1	7	11	-8	-3	-68*	-18
- CCOC(=O)C1CCN(C/C=C/c2ccccc2[N+](=O)[O-])CC1
→ -8	-1	-1	19	-1	18	2	-3	-6	0	30
- CCCCSCCCNC(=O)Nc1ccc(CC)cc1
→ 3	-4	-7	5	-2	-5	11	7	0	-6	4
- Cc1cc(C)n2nc(/C(C#N)=C/c3ccccn3)c(C#N)c2n1
→ 37	2	5	-6	3	42	10	0	-6	-5	-7
- COc1cccc(OC(=O)c2ccccc2)c1OC(=O)c1ccccc1
→ 5	23	2	4	.	3	-1	-6	2	-9	-41
- Cc1ccc2[nH]c3c(c2c1)CN(C(=O)CN1c2ccc(F)cc2CCC1C)CC3 (configuration not stated)
→ 18	0	-9	8	0	22	-16	-4	3	-6	-2
- CCNC(=O)C1(C)CCN1CCC(=O)c1ccc(C)cc1 (configuration not stated)
→ -27	-7	.	3	.	-2	1	-5	-13	9	-17
- CN(c1ccc(C(=O)N2CCN(Cc3ccccc3)CC2)cc1)S(=O)(=O)c1ccccc1
→ -4	-17	6	0	3	8	17	-2	1	9	25
- COc1ccc(NC(=O)C[C@H]2C(=O)N(Cc3cccnc3)C[C@@H]2Cc2ccccc2)cc1
→ -10	-2	.	13	.	8	-11	-6	0	3	-11
- COc1ccccc1OC(C)C(=O)NNC(=S)NC1CCCC1 (configuration not stated)
→ 15	-3	1	7	2	19	3	-2	0	-2	-5
- O=C(CSc1ccccn1)N/N=C/c1cccc([N+](=O)[O-])c1
→ -15	-15	15	-8	-2	-11	0	-5	-2	-17	-11
- COc1ccc(NC(=O)COC(=O)c2cc(SC)ccc2Cl)c(OC)c1
→ 4	7	6	21	12	8	-39	-5	11	-8	-10
- CCOc1ccc(NC(=O)CN2CCCC2c2cccs2)cc1S(=O)(=O)N1CCCCC1 (configuration not stated)
→ 2	3	13	34	4	20	22	-2	-2	5	-8
- CCN(c1cccc(C)c1)S(=O)(=O)c1ccc2c3c(cccc13)C(=O)N2
→ 2	.	3	31	-2	39	1	-5	-24	2	-21
- O=[N+]([O-])c1ccccc1CN1CCN(S(=O)(=O)Cc2ccccc2)CC1
→ 7	.	18	-2	0	26	21	-3	6	8	19
- O=C(Nc1ccc([N+](=O)[O-])cc1)Nc1ccc2c(c1)OCCO2
→ -35	2	-68	-288	-4	-235	-43	-6	1	6	-156
- COc1cc(Cl)c(S(=O)(=O)N2CCCC2)cc1Cl
→ 14	-1	-11	4	-5	5	2	-2	-11	-5	-16
- O=C(CN(c1ccc2c(c1)OCCO2)S(=O)(=O)c1ccccc1)N1CCN(Cc2ccccc2)CC1
→ -8	-14	-7	12	3	4	-9	-2	14	-4	11
- C=CCNc1ncnc2c1ncn2[C@H]1CN(Cc2ccc3c(c2)OCO3)C[C@@H](CO)O1
→ 14	-13	.	3	.	8	-18	-4	16	-2	2
- O=C(Nc1ccc2c(c1)OCO2)c1c(F)c(F)c(F)c(F)c1F
→ -3	-8	-6	-45	3	-31	3	-7	1	-7	-15
- COc1ccc(C(O)P(=O)(OCC(C)C)OCC(C)C)c(OC)c1 (configuration not stated)
→ 20	-20	6	15	-2	22	-4	-2	5	-13	-7
- CCOC(=O)c1ccoc1CSCc1ccc(C(=O)OC)o1
→ 5	-5	1	4	4	10	5	-4	2	-4	-7
- CS(=O)(=O)N1CCN(c2ccc(NC(=S)NC(=O)c3cccs3)cc2)CC1
→ 16	-17	-4	-62	-3	-31	-3	-4	-8	-2	-35
- COc1ccc(CN(C)C(=O)/C=C/c2ccc(S(=O)(=O)N3CCCCCC3)cc2)cc1
→ 14	-28	1	15	1	33	43	-4	2	4	-48
